Tn7 DDE FP = inhibitors of Tn7 peptide binding to human fibrin DD(E); inhibition, % at 8.3 µM; FP displacement of FITC-Tn7 peptide from fibrin DD(E); 0% = median of compound wells per plate; P02675; 0.13% of 370,000 active;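 active = inhibition above the mean of compounds falling within the control limits plus 3 SD of them, cut at about 14% in these data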;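 note: 0% = plate median of compound wells and 100% = 10 µM Aha-Tn7 peptide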
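Assay system: human fibrin DD(E). Input: DD(E) 2 µM final. Medium: Tris buffer with calcium and detergent, pH 7.8. Compound dosing: single point at 8.3 µM. Timing: 10 min plus 3 h, room temperature. Technique: fluorescence polarization of the labelled Tn7 tracer. Read-out: percent inhibition. Replicates: singlicate testing.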
HTRA1 inh = inhibitors of human serine peptidase HTRA1; recombinant HTRA1, FP-rhodamine activity-based probe, fluorescence polarization; inhibition, % at 5.96 µM; AID 504803; 0.5% of 340,000 active; in the data active = inhibition above about 36%;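 note: 0% = enzyme with DMSO and 100% = wells lacking enzyme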
ABHD4 inh = ABHD4 (mouse) inhibition, primary FP screen. Q8VD66. 0.54% of 370,000 active. purified mABHD4, FP-Rh probe fluorescence polarization. inhibition, % at 8.92 µM. AID 720543;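 active = inhibition exceeding the mean over every tested compound plus 3 SD, cut at about 30% in these data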;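 note: 0% = plate median of compound wells and 100% = S159A mutant with DMSO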
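Material: mouse ABHD4 enzyme, wild type; Benchmarks: S159A mutant high control, sample median low control; Buffer or medium: HEPES pH 7.0, NaCl, Pluronic buffer; Signal: fluorescence polarization; Read-out: percent inhibition of probe binding, normalized to plate controls; Timing: pre-incubation 45 min, probe exposure 60 min, at 25 °C; Dosing: 8.92 µM, single dose.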
LEDGF integ inh = blocks HIV-1 LEDGF/p75-dependent DNA integration; 0.64% of 370,000 active; inhibition, % at 3.7 µM; TR-FRET IN-LEDGF/p75 DNA integration, Eu/Cy5;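 active = inhibition above the screen-wide mean plus 3 SD, cut at about 13% in these data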;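 note: signal is the Cy5 over europium emission ratio at 671 and 618 nm; 0% = plate median of compound wells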
UHRF1 MBD2 ctr = human UHRF1 methylated DNA binding inhibitors. Q96T88. UHRF1 binding to methylated oligo, TR-FRET. inhibition, % at 4.4 µM. 0.75% of 370,000 active; in the data active = inhibition above about 21%;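 note: UHRF1 SRA domain binding a hemimethylated CpG hairpin DNA probe; 0% = median of test compound wells and 100% = reference inhibitor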
TDP2 inh = blocks human TDP2 phosphodiesterase activity | recombinant TDP2, T5PNP hydrolysis, p-nitrophenol absorbance 415 nm | inhibition, % at 12.8 µM | 0.34% of 370,000 active;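 active = inhibition above the mean of all tested compounds plus 3 SD, set per campaign, cut at about 25% in these data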;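 note: 0% = DMSO with enzyme and 100% = buffer with substrate but no TDP2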
Target sequence (O95551 whole entry, looked up): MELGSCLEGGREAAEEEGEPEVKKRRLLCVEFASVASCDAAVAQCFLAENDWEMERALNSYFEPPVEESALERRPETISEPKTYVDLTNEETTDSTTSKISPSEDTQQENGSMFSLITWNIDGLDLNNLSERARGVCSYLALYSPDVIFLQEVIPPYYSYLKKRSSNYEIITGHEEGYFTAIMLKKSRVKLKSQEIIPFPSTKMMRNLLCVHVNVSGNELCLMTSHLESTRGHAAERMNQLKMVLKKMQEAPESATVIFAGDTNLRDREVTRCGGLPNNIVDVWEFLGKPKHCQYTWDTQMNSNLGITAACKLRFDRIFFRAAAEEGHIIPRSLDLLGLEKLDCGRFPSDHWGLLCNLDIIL
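Assay system: Recombinant human TDP2 | Quantity: 120 nM TDP2 per well | Incubation: 2 h at 37 °C | Signal: Epi absorbance | Evaluation: Percent inhibition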
PRMT1 inh = inhibitors of human PRMT1. 1.3% of 370,000 active. inhibition, % at 2.79 µM. recombinant PRMT1, activity-based probe fluorescence polarization. Q99873;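 active = inhibition above about 21% made by adding two undisclosed values, limit read from the data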
SIAE inh = blocks human sialic acid acetylesterase | SIAE FP-Rh probe binding, fluorescence polarization | inhibition, % at 9.66 µM | 0.69% of 370,000 active | AID 1053197;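 active = inhibition above a cutoff: mean of compounds within the control limits plus 3 SD of those, cut at about 17% in these data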;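 note: 0% = plate median of compound wells and 100% = probe without SIAE protein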
Target sequence (Q9HAT2 whole entry, looked up): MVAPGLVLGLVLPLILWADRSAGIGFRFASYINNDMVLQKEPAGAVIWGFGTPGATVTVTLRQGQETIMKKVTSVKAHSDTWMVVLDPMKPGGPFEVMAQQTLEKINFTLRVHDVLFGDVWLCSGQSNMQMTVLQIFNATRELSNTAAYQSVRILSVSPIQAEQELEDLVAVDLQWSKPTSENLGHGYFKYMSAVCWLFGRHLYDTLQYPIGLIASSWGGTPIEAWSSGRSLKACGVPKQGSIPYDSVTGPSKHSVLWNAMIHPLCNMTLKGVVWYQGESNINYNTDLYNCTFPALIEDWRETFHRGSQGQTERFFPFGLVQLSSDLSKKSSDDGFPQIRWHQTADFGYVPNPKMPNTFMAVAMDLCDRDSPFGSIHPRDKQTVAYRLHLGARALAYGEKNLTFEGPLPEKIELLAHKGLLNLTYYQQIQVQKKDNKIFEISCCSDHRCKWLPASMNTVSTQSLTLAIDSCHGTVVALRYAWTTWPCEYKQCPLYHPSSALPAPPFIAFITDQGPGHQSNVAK
TCR CD3 inh = inhibitors of human TCR-CD3 interaction | TAMRA-labeled TCR probe fluorescence, biochemical | 0.37% of 360,000 active | inhibition, % at 9.4 µM; in the data active = inhibition above about 19%;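 note: recombinant mutant TCR 2C K166C tagged with TAMRA read by polarization; 0% = receptor in buffer alone and 100% = receptor with positive control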
PG9 Ab binder = small molecules binding HIV-1 gp120 antibody PG9; TR-FRET gp120-PG9 antibody binding; inhibition, % at 6.7 µM; 0.43% of 360,000 active; in the data active = inhibition above about 8.5%
* marks the source's active call; other numbers are inactive results; / = no result given.

1: COc1ccc(OCc2nnc3n2N=C(c2ccccc2)C(CC(=O)O)S3)cc1 (centres undefined)
2: FC(F)(F)c1cnc(Oc2ccccc2-c2nnco2)c(Cl)c1
3: CC(C)NC(=O)C(c1ccc(F)cc1)N(C(=O)CCC(=O)Nc1ccccn1)C1CCCC1 (centres undefined)
4: O=C(O)CCCC(=O)N1CCCC1
5: COc1ccc(S(=O)(=O)NCC(c2ccc(F)cc2)N2CCOCC2)cc1Br (centres undefined)
6: O=C(OCN1C(=O)c2ccccc2C1=O)c1cccc(OC(F)F)c1

screen / no.	1	2	3	4	5	6
Tn7 DDE FP	-5	-2	7	-3	-5	-2
HTRA1 inh	-9	1	5	-4	-1	-9
ABHD4 inh	-4	8	1	-1	4	1
LEDGF integ inh	4	-3	2	1	0	-2
UHRF1 MBD2 ctr	4	-2	-4	-2	3	3
TDP2 inh	-25	-9	11	6	13	17
PRMT1 inh	13	5	-3	-3	4	-2
SIAE inh	-8	2	0	-1	6	1
TCR CD3 inh	-4	-2	-2	2	3	5
PG9 Ab binder	0.6	-0.5	-1.0	-2.8	0.5	-2.3

7: O=C(CN1CCCC1)Nc1ccc(Br)cc1
8: CCOC(=O)C1(C)CCCN1C(=O)c1snnc1C (centres undefined)
9: Cc1ccc(N=Cc2c(O)c3ccccc3oc2=O)c(C)c1
10: Cc1cc(C)nc(NC(C)(C)C(=O)O)n1
11: COc1cccc(-c2n[nH]nc2C2=CC(=O)CC(C)(C)C2)c1
12: OCC[C@@H]1C[C@H](O)[C@@H](O)[C@@]2(OCCCc3ccccc32)O1

screen / no.	7	8	9	10	11	12
Tn7 DDE FP	2	-7	-5	-4	-1	-5
HTRA1 inh	6	/	-1	6	0	-10
ABHD4 inh	5	-7	-2	4	1	1
LEDGF integ inh	9	7	5	5	-2	0
UHRF1 MBD2 ctr	1	2	4	0	-6	-2
TDP2 inh	4	-2	-16	10	-4	4
PRMT1 inh	-4	0	0	-4	-1	-1
SIAE inh	8	-6	3	2	-3	-2
TCR CD3 inh	3	0	-10	-1	8	7
PG9 Ab binder	0.2	-2.7	0.8	0.9	-2.8	-2.0

13: O=S(=O)(Nc1ccc2[nH]ncc2c1)c1ccccc1Cl
14: COc1ccc(NCCc2ccccn2)cc1
15: C[C@H](CO)N1C[C@H](C)[C@@H](CN(C)S(=O)(=O)c2cn(C)cn2)Oc2ccc(NC(=O)Cc3ccccc3)cc2C1=O
16: COc1ccc(CCNC(=O)c2cc(-c3ccccc3)c(N3CCOCC3)s2)cc1OC
17: Nn1c(SC/C=C/c2ccccc2)nnc1-c1ccccn1
18: C#CCOC(=O)c1csc2nnsc12

screen / no.	13	14	15	16	17	18
Tn7 DDE FP	-4	6	0	-2	5	0
HTRA1 inh	2	3	5	-6	-3	0
ABHD4 inh	-1	15	10	0	-7	-12
LEDGF integ inh	-2	0	1	0	-2	1
UHRF1 MBD2 ctr	0	2	2	-2	1	2
TDP2 inh	-15	14	12	0	11	0
PRMT1 inh	0	-1	-3	2	0	5
SIAE inh	2	3	0	1	6	-10
TCR CD3 inh	2	2	-1	0	8	-6
PG9 Ab binder	-2.3	-0.9	1.6	-0.1	-1.9	2.0

19: CNc1nc(N)c([N+](=O)[O-])c(N2CCCCCC2)n1
20: Cc1ccc2c(c1)N(CCC(=O)NC1CCCCC1)C(=O)CO2
21: Cc1ccc(N2C(=O)C3C(C(=O)c4ccccc4)=NN(c4ccccc4)C3C2=O)cc1 (centres undefined)
22: O=S(=O)(c1ccccc1)c1nc(-c2ccco2)oc1NCc1ccco1
23: CC(C)c1ccc(C(=O)N2CCCC(c3cc(C(=O)NCc4ccccc4)no3)C2)cc1 (centres undefined)
24: CCOc1cccc2cc(C(=O)NCc3ccc(F)cc3)c(=N)oc12

screen / no.	19	20	21	22	23	24
Tn7 DDE FP	-8	-10	0	0	12	6
HTRA1 inh	-4	-6	-2	-11	/	-2
ABHD4 inh	8	-1	-6	5	-3	2
LEDGF integ inh	-1	1	2	-1	-1	2
UHRF1 MBD2 ctr	-1	22*	-4	-1	0	2
TDP2 inh	-1	7	13	2	-2	-7
PRMT1 inh	1	0	-3	4	0	2
SIAE inh	-3	-4	-1	-7	3	1
TCR CD3 inh	-7	4	1	-3	9	0
PG9 Ab binder	0.4	-1.7	-0.1	-0.1	1.1	-0.4

Six entries from above, sorted by number of heavy atoms, low to high:
19: CNc1nc(N)c([N+](=O)[O-])c(N2CCCCCC2)n1
20: Cc1ccc2c(c1)N(CCC(=O)NC1CCCCC1)C(=O)CO2
24: CCOc1cccc2cc(C(=O)NCc3ccc(F)cc3)c(=N)oc12
22: O=S(=O)(c1ccccc1)c1nc(-c2ccco2)oc1NCc1ccco1
21: Cc1ccc(N2C(=O)C3C(C(=O)c4ccccc4)=NN(c4ccccc4)C3C2=O)cc1 (centres undefined)
16: COc1ccc(CCNC(=O)c2cc(-c3ccccc3)c(N3CCOCC3)s2)cc1OC

screen / no.	19	20	24	22	21	16
Tn7 DDE FP	-8	-10	6	0	0	-2
HTRA1 inh	-4	-6	-2	-11	-2	-6
ABHD4 inh	8	-1	2	5	-6	0
LEDGF integ inh	-1	1	2	-1	2	0
UHRF1 MBD2 ctr	-1	22*	2	-1	-4	-2
TDP2 inh	-1	7	-7	2	13	0
PRMT1 inh	1	0	2	4	-3	2
SIAE inh	-3	-4	1	-7	-1	1
TCR CD3 inh	-7	4	0	-3	1	0
PG9 Ab binder	0.4	-1.7	-0.4	-0.1	-0.1	-0.1

Additional results follow.
25: CSc1nc2nc3c(cc2c(=O)n1-c1ccccc1C)COC(C)(C)C3
26: Cc1cc2[nH]c(=O)c(=O)[nH]c2cc1S(=O)(=O)N1CCN(c2ccccc2F)CC1
27: O=C(c1cc2c(=O)n3ccccc3nc2s1)N1CCN(Cc2ccc3c(c2)OCO3)CC1
28: O=S1(=O)CC(N2CCN(Cc3ccccc3F)CC2)CN1Cc1cn(Cc2cccc(Cl)c2)nn1 (centres undefined)
29: CC1=C(C(=O)OC(C)C)C(c2ccc(Cl)cc2)n2c(s/c(=C\c3ccc(OCC(=O)O)cc3)c2=O)=N1 (centres undefined)
30: C=C[C@@]1(C)CC(=O)[C@]2(O)[C@@]3(C)[C@@H](O)CCC(C)(C)[C@@H]3[C@H](OC(C)=O)[C@H](O)[C@@]2(C)O1

screen / no.	25	26	27	28	29	30
Tn7 DDE FP	-2	-7	-5	2	-3	-3
HTRA1 inh	6	-2	-1	/	-12	2
ABHD4 inh	5	2	1	9	-4	-3
LEDGF integ inh	-5	0	-4	-2	-2	1
UHRF1 MBD2 ctr	3	0	-1	16	1	0
TDP2 inh	4	5	5	6	8	-8
PRMT1 inh	6	1	4	-1	13	-1
SIAE inh	-5	-8	8	0	-14	-6
TCR CD3 inh	-8	10	0	-4	-3	-1
PG9 Ab binder	0.4	-3.1	-0.8	0.2	-1.1	-3.0

31: C[C@@H]1CN([C@H](C)CO)C(=O)CCCn2nncc2CO[C@H]1CN(C)Cc1cccc(C(F)(F)F)c1
32: O=C(CC(c1ccccc1)c1cc(Cl)ccc1O)NCCCN1CCOCC1 (centres undefined)
33: COc1ccc(CN2CNc3c(c(=O)n(C)c(=O)n3C)C2)cc1
34: CCOC(=O)N1CCN(C(=O)c2cc3c(=O)[nH]c4ccccc4c3s2)CC1
35: CN1C(=O)C[C@@](C#N)(C(=O)NCCc2ccccc2)[C@H]1c1ccccc1
36: CCn1c([N+](=O)[O-])nc2c1c(=O)[nH]c(=O)n2C

screen / no.	31	32	33	34	35	36
Tn7 DDE FP	-5	4	-7	2	-3	-1
HTRA1 inh	-2	4	4	-2	/	-2
ABHD4 inh	6	4	-5	3	1	1
LEDGF integ inh	-5	-5	1	-4	1	-1
UHRF1 MBD2 ctr	-1	1	-1	-9	-3	3
TDP2 inh	0	-2	-8	7	-3	-5
PRMT1 inh	-2	-2	-4	-2	2	3
SIAE inh	-1	4	-3	-8	4	10
TCR CD3 inh	5	-8	5	0	/	1
PG9 Ab binder	-0.5	0.3	-1.5	-0.5	/	1.9

37: Cc1nn(C)c(Cl)c1/C=C/C(=O)O
38: CCN1CCN(C2=C(Cl)C(=O)N(Cc3ccccc3)C2=O)CC1
39: O=C(CNc1ccccc1Cl)c1ccc(Br)cc1
40: CCOC(=O)Cc1cc(=O)n2[nH]c(-c3ccc(C)cc3)cc2n1
41: CCCc1ccc(C(=O)NC(=O)c2ccccc2O)cc1
42: CN(C)[C@H]1CCN(c2cccc3c2S(=O)(=O)N2CC[C@@H](C2)O3)C1

screen / no.	37	38	39	40	41	42
Tn7 DDE FP	8	-4	9	-2	2	-13
HTRA1 inh	/	7	-7	6	19	/
ABHD4 inh	-1	1	7	1	2	2
LEDGF integ inh	-7	7	-1	0	3	5
UHRF1 MBD2 ctr	0	-2	-2	0	-1	0
TDP2 inh	0	-1	0	2	-15	8
PRMT1 inh	2	4	3	1	0	0
SIAE inh	-7	1	2	2	10	0
TCR CD3 inh	3	0	6	3	-3	/
PG9 Ab binder	1.6	0.4	-2.1	0.4	-2.4	/

43: O=C(COC(=O)c1ccc2c(c1)OCO2)NCc1ccc2c(c1)OCO2
44: COc1ccc(C(=O)N[C@H](C(=O)NCc2ccccc2)C(C)C)cc1
45: O=C1CN(S(=O)(=O)c2cc(Cl)ccc2Cl)c2ccccc2N1
46: C=C(C)c1sc(-c2ccccc2)nc1C
47: CC(C)(C)NC(=O)C[C@H]1C[C@H](C(=O)N2CCOCC2)[C@@]2(C)c3[nH]c4ccc(Cl)cc4c3CCN2C1=O

screen / no.	43	44	45	46	47
Tn7 DDE FP	-6	-3	4	-3	-5
HTRA1 inh	-7	3	1	/	3
ABHD4 inh	-1	-4	7	-5	2
LEDGF integ inh	2	-4	3	2	0
UHRF1 MBD2 ctr	0	0	2	1	14
TDP2 inh	-4	0	-6	-5	2
PRMT1 inh	2	-3	-3	1	1
SIAE inh	1	5	5	-4	-1
TCR CD3 inh	7	3	1	-6	-4
PG9 Ab binder	-1.0	-1.8	-1.3	-1.3	-1.4

Source: PubChem BioAssay (The Scripps Research Institute Molecular Screening Center)
